KDM5B inh – KDM5B demethylase inhibition. AID 1347165. Potency, µM (series often up to 57.7 µM), for inactives: at the top dose activity change, negative = inhibition, actives largely listed as inhibitors. Q9UGL1. 220,000 compounds, 2.6% hits. KDM5B demethylase, FDH-coupled NADH fluorescence (FDH is formaldehyde dehydrogenase); active means well fitted inhibition curve with a large enough effect; inconclusive means small, poorly fitted or top-dose-only effect; inactive means no such curve, though single readings can be large or run the other way; further: 0% is about no effect; nearly all actives have a fitted effect of over 70% in size
Target sequence (Q9UGL1 whole entry, looked up): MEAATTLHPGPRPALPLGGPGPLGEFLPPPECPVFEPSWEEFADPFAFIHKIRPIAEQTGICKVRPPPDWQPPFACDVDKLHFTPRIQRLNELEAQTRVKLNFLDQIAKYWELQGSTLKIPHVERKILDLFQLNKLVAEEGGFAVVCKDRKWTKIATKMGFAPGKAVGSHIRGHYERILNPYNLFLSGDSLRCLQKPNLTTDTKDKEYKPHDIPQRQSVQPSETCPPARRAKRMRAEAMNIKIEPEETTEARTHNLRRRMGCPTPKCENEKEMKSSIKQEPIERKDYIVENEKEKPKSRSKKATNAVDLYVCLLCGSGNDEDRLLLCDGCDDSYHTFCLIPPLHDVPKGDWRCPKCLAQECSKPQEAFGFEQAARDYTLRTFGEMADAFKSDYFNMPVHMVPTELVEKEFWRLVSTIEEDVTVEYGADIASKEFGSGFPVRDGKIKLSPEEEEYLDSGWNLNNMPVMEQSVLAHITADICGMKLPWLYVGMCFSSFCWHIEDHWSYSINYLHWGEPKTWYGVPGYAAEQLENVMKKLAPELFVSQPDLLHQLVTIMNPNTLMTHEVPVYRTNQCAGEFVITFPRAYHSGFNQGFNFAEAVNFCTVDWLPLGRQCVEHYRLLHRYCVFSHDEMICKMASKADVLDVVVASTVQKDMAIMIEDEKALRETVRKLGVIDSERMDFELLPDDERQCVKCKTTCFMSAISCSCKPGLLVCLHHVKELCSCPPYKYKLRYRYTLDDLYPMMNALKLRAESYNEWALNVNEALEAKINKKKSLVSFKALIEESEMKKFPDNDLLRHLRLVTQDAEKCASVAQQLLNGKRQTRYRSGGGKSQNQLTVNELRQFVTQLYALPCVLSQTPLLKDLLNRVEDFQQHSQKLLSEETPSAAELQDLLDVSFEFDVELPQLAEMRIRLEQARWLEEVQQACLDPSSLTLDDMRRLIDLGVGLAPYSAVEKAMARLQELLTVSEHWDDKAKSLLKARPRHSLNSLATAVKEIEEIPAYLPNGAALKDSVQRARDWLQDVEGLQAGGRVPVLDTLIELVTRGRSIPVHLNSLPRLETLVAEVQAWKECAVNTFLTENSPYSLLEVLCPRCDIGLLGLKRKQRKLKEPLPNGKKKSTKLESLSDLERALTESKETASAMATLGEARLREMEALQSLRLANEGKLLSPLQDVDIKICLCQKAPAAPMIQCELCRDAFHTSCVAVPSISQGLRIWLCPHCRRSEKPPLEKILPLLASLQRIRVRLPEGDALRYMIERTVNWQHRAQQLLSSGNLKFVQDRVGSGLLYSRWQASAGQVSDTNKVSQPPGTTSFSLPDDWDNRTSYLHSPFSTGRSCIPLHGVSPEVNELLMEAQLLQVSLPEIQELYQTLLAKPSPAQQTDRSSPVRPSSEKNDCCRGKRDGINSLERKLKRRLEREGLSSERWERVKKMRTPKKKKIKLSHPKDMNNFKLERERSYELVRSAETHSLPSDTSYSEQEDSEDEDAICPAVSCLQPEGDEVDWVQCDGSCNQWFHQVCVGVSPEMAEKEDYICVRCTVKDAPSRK
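Here, H3K4me3 peptide (12.5 µM in substrate mix) is demethylated by KDM5BΔAP, 200 nM final, after 10 min compound exposure. Formaldehyde product is coupled through FDH (0.25 U/mL in mix) to NADH fluorescence; 30-min ΔRFU feeds dose-response curves.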
* hit, by the source's call; i = inactive; ? = inconclusive; [ ] = dose if it differs, or a comment. Potency means the concentration at half of the fitted maximal effect.

no.	KDM5B inh	compound
1	-3%	COc1cccc(/C=C(\C#N)C(=O)Nc2ccccc2C(=O)O)c1OC
2	?	CCCNC(=O)NC1=C(C#N)C(C)(C)Cc2ccccc21
3	-18%	CCOc1ccc(NC(=O)Cn2cnc3c2c(=O)n(C)c(=O)n3C)cc1
4	-8%	CCN1CCN(C(=O)c2ccc3c(c2)N(Cc2cccc(F)c2)C(=O)c2ccccc2S3)CC1
5	i	Cc1cccc(C(=O)N2CCN(c3oc(-c4cccs4)nc3C#N)CC2)c1
6	16%	NS(=O)(=O)c1ccc(NC(=O)c2ccc(S(=O)(=O)N3CCOCC3)o2)cc1
7	2%	O=C(CSc1nnc(-c2ccc(F)cc2)n1CC1CCCO1)Nc1ccc2c(c1)CCC2 (centres undefined)
8	10%	CCNCC(=O)OCC
9	-17%	Cc1ccccc1Cn1c(=O)n(Cc2ccco2)c(=O)c2oc3ccccc3c21
10	?	COCC1CN(S(=O)(=O)c2cccc3cccnc23)CC12CCNCC2 (centres undefined)
11	-20%	O=C(N/N=C/c1cc(-c2ccccc2)sc1Cl)c1ccccc1
12	32µM*	Cc1ccccc1-c1cnc2n[nH]c(-c3ccccc3)c2n1
13	25%	COC[C@@H]1CN(C(=O)c2ccccc2)C[C@H]1c1nc(C2CC2)no1
14	?	CN1c2cc(C(=O)NC3CCCC3)ccc2C(=O)N2CCCCC21 (centres undefined)
15	-9%	O=C(CC[C@H]1NC(=O)c2ccccc2NC1=O)NCCc1nc(-c2ccccc2)cs1
16	-41%	CCOC(=O)c1c(NC(=O)COc2c(C)cc(Cl)cc2Cl)sc2c1CCCC2
17	-11%	CCc1cc(CN(C)C(=O)c2cc(COc3ccccc3F)[nH]n2)on1
18	21%	CCN(CC)S(=O)(=O)c1ccc(C(=O)NCC2CCCCC2)cc1
19	-10%	FC(F)(F)c1ccc(CN2CCn3c(nnc3-c3ccccc3)C2)cc1
20	7%[115 µM]	O=C(c1ccc2c(c1)OCO2)N1C2CCC1CN(Cc1cccnc1)C2

Some of these compounds in order of molar mass, highest first:
no.	KDM5B inh	compound
7	2%	O=C(CSc1nnc(-c2ccc(F)cc2)n1CC1CCCO1)Nc1ccc2c(c1)CCC2 (centres undefined)
5	i	Cc1cccc(C(=O)N2CCN(c3oc(-c4cccs4)nc3C#N)CC2)c1
10	?	COCC1CN(S(=O)(=O)c2cccc3cccnc23)CC12CCNCC2 (centres undefined)

With a hit mark in KDM5B inh (from the list above):
no.	KDM5B inh	compound
12	32µM*	Cc1ccccc1-c1cnc2n[nH]c(-c3ccccc3)c2n1

(continued)
no.	KDM5B inh	compound
21	25%	CCCNC(=O)N1CCC(Cn2c(C)cnc2-c2cccnc2)CC1
22	?	CN(C)C(=O)c1coc2nc3ccccc3nc12
23	7%	CC(C)CCn1nc(C(=O)OC(C)C(=O)NC(N)=O)c2ccccc2c1=O (centres undefined)
24	11%	CC1=NS(=O)(=O)N(Cc2ccc(F)cc2F)C=C1C(=O)O
25	18%	CC(Cc1cccc(F)c1)C(=O)N1CCC(C(=O)N2CCN(C)CC2)CC1 (centres undefined)
26	?	COc1ccc(C(=O)NCC(c2ccc(N(C)C)cc2)N2CCCC2)cc1 (centres undefined)
27	-8%	OC(CNC/C=C/c1ccccc1)c1ccccc1 (centres undefined)
28	-2%	Cc1cc2c(cc1C(=O)N1C[C@@H](CN(C)CCO)[C@@H](CO)C1)OCCO2
29	33%	CC(C)C(C)NC(=O)CSc1ccc(S(=O)(=O)N2CCOCC2)cn1 (centres undefined)
30	13%	COc1ccc(Cl)cc1C(=O)N1CCN(C(=O)c2nnn3c2COC(c2ccccc2)C3)CC1 (centres undefined)
31	?	Cc1ccc(OCCN(C)C(=O)COc2ccc3c(C)cc(=O)oc3c2)cc1
32	2%[86.2 µM]	CCN(CC)CC[C@H]1CN(C(=O)c2ccnc(Cl)c2)CC[C@H]1CC(=O)O
33	-8%	O=C(Nc1cccc(OCc2cc(=O)n3ccccc3n2)c1)Nc1cccc(C(F)(F)F)c1
34	-2%	COc1ccccc1CNC(=O)C1CCN(S(=O)(=O)c2c(C)noc2/C=C/c2c(C)cc(C)cc2C)CC1
35	-26%	O=C(c1cc(-c2ccccc2O)n[nH]1)N1CCC2(CCNCC2)CC1
36	12%	O=S(=O)(NCCc1nnc2ccc(SCc3cccc(F)c3)nn12)c1ccccc1
37	-9%	COc1ccc(NC(=O)CN(C)C(=O)CCNS(=O)(=O)c2ccc(Br)cc2)cc1
38	6%	CCN(CC)C(=O)c1ccc2oc(CN3CCN(C(=O)Nc4cccc(Cl)c4C)CC3)nc2c1
39	-7%[86.2 µM]	COc1cccc(NC(=O)N[C@H]2C[C@@H](c3nc(-c4ccccn4)no3)N(C)C2)c1
40	?	CCN1CCN(CC(=O)Nc2c(OC)cccc2OC)CC1

Carrying on:
no.	KDM5B inh	compound
41	?	Cc1ccc(-c2nc(Nc3ccc(C(=O)O)cc3)c3ccccc3n2)cc1
42	?	CCS(=O)(=O)Nc1cc(-c2cn3ccc(C)cc3n2)ccc1C
43	17%	COc1ccc(NC(=O)CSc2nc(-c3cccc(C)c3)[nH]c2-c2ccccc2)cc1OC
44	?	Cc1c(Cl)cccc1-c1ccc(C(=O)Nc2ccc(F)cc2)o1
45	21%	CCOCCOC1CCN(C(=O)CCc2ccccc2)CC1
46	-28%	CCOc1ccccc1CN1CCc2nc(N(C)C)[nH]c(=O)c2CC1
47	-1%	Cc1ccc(Cl)cc1NC(=O)CCNS(=O)(=O)/C=C/c1ccccc1
48	1%	CC1=NS(=O)(=O)N(Cc2ccccc2)C=C1C(=O)OCc1noc(CC2CCCCC2)n1
49	-15%	Cc1noc(-c2cccs2)c1C(=O)N(C)Cc1ccccc1
50	?	Cc1cccc(NC(=O)c2ccc3c(c2)NC(=O)C2CCCN32)c1 (centres undefined)
51	15%	O=C(Nc1ccc(S(=O)(=O)Nc2nccs2)cc1)C(F)(F)F
52	16%	c1ccc(CSc2nnc(C3CCNCC3)o2)cc1
53	2%	O=C(NNC(=O)C1CC=CCC1)c1ccc(F)cc1 (centres undefined)
54	-13%	O=C(Cn1cccc1-c1nc(-c2ccccc2)no1)Nc1ccc(F)c(F)c1
55	?	COc1ccccc1NC(=O)CSc1oc(-c2ccco2)nc1S(=O)(=O)c1ccc(Br)cc1
56	-19%	COC(=O)c1c(C)sc(-c2c(-c3ccc4c(c3)OCCO4)[nH]c3c2c(=O)[nH]c(=O)n3C)c1O
57	-17%	Cc1ccc(OCc2ccc(-c3nc(C#N)c(N4CCC(C(N)=O)CC4)o3)o2)cc1C
58	-3%	COCCCNC(=O)C1CCN(C(=O)c2cc3sccc3n2Cc2ccc(Cl)cc2)CC1
59	?	CC(C)(C)n1nnnc1C1CC2(CCOCC2)C(=O)N1Cc1cccs1 (centres undefined)
60	-13%	COc1ccc(CNC(=O)CC2CCOCC2)c(OC)c1

Next part
no.	KDM5B inh	compound
61	?	CC(=O)Nc1ccc(N/C=C(\C#N)S(=O)(=O)c2ccc(Cl)cc2)cc1
62	1%	COc1ccc2cnn(CC(=O)Nc3cccc4ccccc34)c(=O)c2c1OC
63	?	Cc1nc(-c2cccnc2)sc1CCNS(=O)(=O)c1cccs1
64	-20%[86.2 µM]	Cc1nn(-c2ccccn2)c(C)c1[C@@H]1C=C[C@@H](NC(=O)CCC(=O)O)C1
65	27%	CCOC(=O)C(NC(=O)COc1cc(C)cc(C)c1)C(=O)OCC
66	-9%[115 µM]	COc1ccc(CN2CCC3(C2)C(=NC2CCCC2)NC(=O)N3c2cccc(OC)c2)cc1 (centres undefined)
67	5%	O=S(=O)(c1ccc(F)cc1)N1CCN(Cc2cccc3cccnc23)CC1
68	22%	Cc1ccccc1NC(=O)CC1(C(=O)O)CCCCC1
69	-42%	CCC1CN(C(=O)N2CCC(C(=O)NCc3ccco3)CC2)c2cc(C)ccc2O1 (centres undefined)
70	20%	CCc1cccc2c(C(=O)CSc3nncn3C(C)C)c[nH]c12
71	13%	CC(C)(C)C(=O)N1CCC(C(=O)N2CCN(c3ccccc3F)CC2)CC1
72	-12%	Cc1cc(C)cc(OC(=O)c2cnc(C)cn2)c1
73	12%	COc1ccc(-c2c(C)oc3cc(OCCN4CCCCC4)ccc3c2=O)cc1OC
74	25%	COc1cccc(NC(=O)NOCc2ccccc2)c1
75	?	CCN1c2cc(C(=O)NCc3cccc(OC)c3)ccc2C(=O)N2CCCCCC21 (centres undefined)
76	9%	COc1ccc(Cl)cc1NC(=O)NCc1noc2ccccc12
77	-10%	Cc1nc2sccn2c(=O)c1S(=O)(=O)Nc1ccc(N2CCN(C)CC2)cc1
78	-23%[86.2 µM]	COc1ccc(-c2ccc3c(n2)c(=O)ncn3Cc2ccccc2)cc1OC
79	?	CCOC(=O)c1c(C)[nH]c(CCC(=O)NCCCN2CCN(c3cccc(Cl)c3)CC2)c1C
80	-9%	COc1ccc(-c2noc(N(c3nc(-c4ccc(OC)c(OC)c4)no3)c3ccccc3OC)n2)cc1OC

Down the list, from the results shown.
Nos. 71 to 77 in KDM5B inh: 13%, -12%, 12%, 25%, ?, 9%, -10%

Back to the main list, starting two compounds before the break.
no.	KDM5B inh	compound
79	?	CCOC(=O)c1c(C)[nH]c(CCC(=O)NCCCN2CCN(c3cccc(Cl)c3)CC2)c1C
80	-9%	COc1ccc(-c2noc(N(c3nc(-c4ccc(OC)c(OC)c4)no3)c3ccccc3OC)n2)cc1OC
81	8%	Cc1ncc(-c2ccc(S(=O)(=O)Nc3ccccc3F)cc2)o1
82	13%	O=C(O)CNS(=O)(=O)c1ccc(Cl)c(C(F)(F)F)c1
83	6%	Cc1ccccc1CN1C(=O)c2ccccc2Sc2ccc(C(=O)O)cc21
84	-20%	COc1ccc(OC)c(NC(=O)Cn2c(=O)n(Cc3ccco3)c(=O)c3cc(OC)c(OC)cc32)c1
85	-10%	CC(C)(C)OC(=O)N1CCC(c2c(C(=O)NCc3cccs3)cnn2-c2ccc(F)cc2F)CC1
86	-14%	CC(=O)N1CCN(CC(=O)Nc2c(C#N)c(C)c(C)n2C2CCCC2)CC1
87	23%	CCCn1cc(C(=O)N2C[C@@H](N(C)C)[C@H](c3ccc(C)cc3)C2)c(C)n1
88	-6%[86.2 µM]	O=C(Nc1ccc([C@H]2OCC(=O)N(C3CCOCC3)[C@@H]2CO)cc1)C1CCOCC1
89	4%	N#Cc1ccccc1Cn1c(=O)n(-c2cccc(C(F)(F)F)c2)c(=O)c2sccc21
90	17%	O=C(Nc1ncn[nH]1)C1CC(=O)N(c2ccccc2)C1 (centres undefined)
91	16%	CCCNC(=O)C1COC2(CCC(C)CC2)N1C(=O)CC (centres undefined)
92	-25%	CC(=O)Nc1ccc(NC(=O)c2ccc3c(c2)CCN3S(C)(=O)=O)cc1
93	4%[86.2 µM]	Cc1onc(-c2cnn(C)c2NCc2ccc(C#N)cc2)c1C(=O)NC1CCOCC1
94	?	O=C(OCc1ccccc1)c1cc2ccccc2[nH]1
95	4%	Cc1noc(C)c1COc1cccc(C(=O)N[C@@H](Cc2ccccc2)c2nc3ccccc3[nH]2)c1
96	?	O=C(O)c1ccc2c(c1)c1c3n2CCNC3CCC1 (centres undefined)
97	21%[86.2 µM]	CC1(c2cccnc2)N(CC2CC2)C(=O)OC12CCN(C(=O)c1ccccc1)CC2 (centres undefined)
98	i	COc1ccc(OC)c(-c2cc(C(=O)N/N=C/c3cc(OC)c(OC)cc3OC)c3ccccc3n2)c1
99	25µM*	CC(O)c1cc2n(n1)CCN(C(=O)c1nc3ccccc3n(C)c1=O)C2 (centres undefined)
100	?	O=C(NC1CC1)c1cc(C2CC2)nc2onc(C3CCCNC3)c12 (centres undefined)

Continued:
no.	KDM5B inh	compound
101	20%	CCN(CCC(=O)OC)C(=O)CCCOc1cccc(C(C)=O)c1
102	-20%	Cc1cccc(-c2noc([C@@H]3Cc4nc[nH]c4CN3C(=O)c3ccc(-c4ccccc4)cc3)n2)c1
103	-10%	CCc1cc(C(=O)N2CCC3(CC2)OCCCC3O)n(C)n1 (centres undefined)
104	-12%	O=C(C1CCN(c2ncnc3c2nc2n3CCCCC2)CC1)N1CCN(c2ccccc2)CC1
105	-12%	COCCc1noc(C2Cc3ccccc3N2C(=O)NCc2ccco2)n1 (centres undefined)
106	-8%	CC1CCN(C(=O)C2COC3(CCC(C)CC3)N2C(=O)c2ccc(F)cc2)CC1 (centres undefined)
107	?	C=CCSc1nnc(NC(=O)c2ccc(NC(C)=O)cc2)s1
108	11%	CCC1CCC/C1=N\NC(=O)CCC(=O)Nc1ccccc1Cl (centres undefined)
109	-12%	COc1cccc(OC)c1C(=O)Nc1nc2c(s1)CCc1ccccc1-2
110	17%	CCOC(=O)N1CCC(NC(=O)c2ccccc2C(=O)O)CC1
111	17%	CCC(C)NC(=O)c1ccccc1NC(=O)c1cnc2ccccc2n1 (centres undefined)
112	-8%	CCOc1ccc(-c2[nH]ncc2-c2ccc(Br)cc2)c(O)c1
113	-24%	Cc1cc(C(=O)N2CCN(c3cc(Cl)ccc3C)CC2)c2c(C)nn(-c3ccccc3)c2n1
114	7%	O=C(Cn1nc(N2CCN(c3ccccc3)CC2)ccc1=O)NC1CCCC1
115	-13%	COC[C@@H]1CN(C(=O)CN2CCOCC2)C[C@H]1c1ccncc1
116	10%	COc1ccc(S(=O)(=O)Nc2ccc3oc(C)c(C(=O)O)c3c2)cc1
117	-2%	Cc1oc2ncnc(N3CCCCC3)c2c1C(=O)N1CCN(c2ccc(Cl)cc2)CC1
118	?	CNCc1cccn1C
119	22%	COC(=O)CNC(=O)C(c1ccccc1)c1ccccc1
120	-17%	COCCO[C@H]1C(=O)N(C2CCN(S(=O)(=O)C(C)C)CC2)[C@H]1c1ccncc1
121	-22%[86.2 µM]	COc1cccc(Nc2cnc3ccc(-c4ccccc4OC)nn23)c1
122	0%	Cc1ccc(OCCC2CCN(C(=O)C(C)C)C2)cc1 (centres undefined)

This is a subset; rates above refer to the full screens.
